Assay outcomes: PubChem BioAssay, several laboratories
rCAG binder: binders of r(CAG) RNA repeats, primary screen, biochemical, fluorescence. AID 651821, 2012. inhibition, % at 3 µM. r(CAG) RNA repeat, TO-PRO-1 dye displacement fluorescence. actives 1.3% (n = 370,000);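 active = inhibition above the plate cutoff, the mean of all test compounds on that plate plus 3 SD, cut at about 35% in these data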;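 note: 0% = DMSO alone and 100% = 100 µM mitoxantrone as full dye displacement; higher means more dye released from RNA so lower well fluorescence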
PRMT1 inh: PRMT1 methyltransferase inhibitors, primary screen, biochemical, fluorescence polarization; Protein arginine N-methyltransferase 1 (Homo sapiens), Q99873; recombinant PRMT1, activity-based probe fluorescence polarization; inhibition, % at 2.79 µM; actives 1.3% (n = 370,000); AID 652257, 2013;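 active = inhibition above about 21% made by adding two undisclosed values, limit read from the data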
SIAE primary: human SIAE inhibitors, primary screen, biochemical, fluorescence polarization, FP-Rh probe, 1536-well HTS; actives 0.69% (n = 370,000); SIAE FP-Rh probe binding; Sialate O-acetylesterase (Homo sapiens), Q9HAT2; inhibition, % at 9.66 µM; AID 1053197, 2014;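 active = inhibition above a cutoff: mean of compounds within the control limits plus 3 SD of those, cut at about 17% in these data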;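 note: 0% = plate median of compound wells and 100% = probe without SIAE protein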
Target sequence (Q9HAT2 whole entry, looked up): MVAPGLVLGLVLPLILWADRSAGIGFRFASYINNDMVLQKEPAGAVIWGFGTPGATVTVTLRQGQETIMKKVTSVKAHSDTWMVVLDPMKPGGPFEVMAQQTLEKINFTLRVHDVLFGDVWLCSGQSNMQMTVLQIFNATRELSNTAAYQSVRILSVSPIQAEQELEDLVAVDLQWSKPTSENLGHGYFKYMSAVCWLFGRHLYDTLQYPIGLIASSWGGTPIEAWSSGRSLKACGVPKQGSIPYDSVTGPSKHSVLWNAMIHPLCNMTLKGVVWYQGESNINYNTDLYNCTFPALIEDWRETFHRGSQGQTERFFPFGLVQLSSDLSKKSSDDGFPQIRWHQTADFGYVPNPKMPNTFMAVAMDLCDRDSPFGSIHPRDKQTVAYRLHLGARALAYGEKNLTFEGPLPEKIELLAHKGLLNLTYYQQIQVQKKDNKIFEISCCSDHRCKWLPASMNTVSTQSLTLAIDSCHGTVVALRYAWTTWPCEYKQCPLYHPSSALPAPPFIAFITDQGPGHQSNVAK
NPR2 activator: human GC-B receptor activators, primary screen, HEK293 GC-B cells, cGMP TR-FRET, EC30 CNP | actives 0.11% (n = 370,000) | AID 1920062, 2024 | activation, % at 10 µM | Atrial natriuretic peptide receptor 2 (Homo sapiens), P20594 | 0% at EC30 CNP, 100% saturating CNP;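 active = activation at 10 µM reaching about 35% in either raw or pattern-adjusted values, limit read from the data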
TCR-CD3 inh: inhibitors of human TCR-CD3 interaction, primary screen, biochemical, fluorescence, TAMRA-labeled TCR probe; T-cell receptor (TCR); inhibition, % at 9.4 µM; actives 0.37% (n = 360,000); in the data active = inhibition above about 19%;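 note: recombinant mutant TCR 2C K166C tagged with TAMRA read by polarization; 0% = receptor in buffer alone and 100% = receptor with positive control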
ABHD4 inh: ABHD4 inhibitors, primary screen, biochemical, fluorescence polarization, mouse; inhibition, % at 8.92 µM; purified mABHD4, FP-Rh probe fluorescence polarization; actives 0.54% (n = 370,000); (Lyso)-N-acylphosphatidylethanolamine lipase (Mus musculus), Q8VD66;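 active = inhibition exceeding the mean over every tested compound plus 3 SD, cut at about 30% in these data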;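 note: 0% = plate median of compound wells and 100% = S159A mutant with DMSO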
Target sequence (Q8VD66 whole entry, looked up): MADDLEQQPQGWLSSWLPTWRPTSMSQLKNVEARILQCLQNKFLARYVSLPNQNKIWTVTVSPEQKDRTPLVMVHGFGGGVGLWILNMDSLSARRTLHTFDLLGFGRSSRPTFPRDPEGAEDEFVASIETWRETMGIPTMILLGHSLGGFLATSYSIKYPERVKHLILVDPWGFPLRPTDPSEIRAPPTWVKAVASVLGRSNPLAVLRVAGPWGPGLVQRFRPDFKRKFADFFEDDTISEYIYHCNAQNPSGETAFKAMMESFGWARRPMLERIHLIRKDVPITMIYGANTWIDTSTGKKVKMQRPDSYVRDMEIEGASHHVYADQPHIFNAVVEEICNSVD
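Assay system: wild-type mouse ABHD4 protein; compound: single nominal dose of 8.92 µM, 0.89% DMSO final; schedule: 45 min + 60 min at 25 °C; measured by: FP readout, ex 525 nm / em 598 nm; evaluation: % inhibition of FP-Rh probe binding versus controls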
MBD2 inh: inhibitors of MBD2 binding to methylated DNA, primary screen, biochemical, TR-FRET, DNA-binding domain, human; MBD2 binding to methylated oligonucleotide; inhibition, % at 4.4 µM; actives 0.31% (n = 370,000); AID 686964, 2013; in the data active = inhibition above about 13%
UHRF1 MBD2 ctr: UHRF1 methylated DNA binding inhibitors, primary screen, counter-screen for MBD2 inhibitor project, biochemical, TR-FRET, human UHRF1, single concentration; E3 ubiquitin-protein ligase UHRF1 (Homo sapiens), Q96T88; UHRF1 binding to methylated oligo; inhibition, % at 4.4 µM; actives 0.75% (n = 370,000); AID 687016, 2013; in the data active = inhibition above about 21%;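 note: UHRF1 SRA domain binding a hemimethylated CpG hairpin DNA probe; 0% = median of test compound wells and 100% = reference inhibitor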
NPR1 activator: GC-A stimulated cGMP production enhancers – HEK293 GC-A cells, cGMP TR-FRET, EC30 ANP, primary screen; Atrial natriuretic peptide receptor 1 (Homo sapiens), P16066; 0% at EC30 ANP, 100% saturating ANP; activation, % at 10 µM; actives 0.14% (n = 370,000); AID 1671463, 2021; in the data active = activation above about 40%
HTRA1 inh: HTRA1 serine protease inhibitors, primary screen, biochemical, fluorescence polarization, HTS. actives 0.5% (n = 340,000). recombinant HTRA1, FP-rhodamine activity-based probe. Q92743. inhibition, % at 5.96 µM. AID 504803, 2011; in the data active = inhibition above about 36%;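 note: 0% = enzyme with DMSO and 100% = wells lacking enzyme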
* = called active by the depositor; . = no result given. Only part of the results is shown. The share of hits here may be higher or lower than overall.

SMILES | rCAG binder | PRMT1 inh | SIAE primary | NPR2 activator | TCR-CD3 inh | ABHD4 inh | MBD2 inh | UHRF1 MBD2 ctr | NPR1 activator | HTRA1 inh
COc1ccc(S(=O)(=O)NC(=O)C2(C)CCN2C(=O)Cc2cc(C)cc(C)c2)cc1 (stereo unspecified) | 11 | -1 | -1 | 1 | -5 | -2 | 1 | -2 | 1 | .
Cc1ccc(CNC(=O)CC2Nc3c4ccccc4nc(=S)n3C2=O)cc1 (stereo unspecified) | 2 | 2 | -1 | 6 | -2 | 1 | 4 | 1 | 3 | .
COC(=O)CSc1nnc(-c2ccc(NS(=O)(=O)c3ccc(Cl)s3)cc2)o1 | 39* | -1 | -4 | 1 | . | 2 | -4 | 0 | 17 | .
Cc1nn(C)c(C)c1N=Cc1c(O)ccc2ccccc12 | 1 | -1 | -7 | 7 | -1 | 6 | -1 | -3 | 5 | 1
O=C(Nc1ccc(S(=O)(=O)Nc2ccc(Cl)cc2)cc1)C1CCCO1 (stereo unspecified) | 1 | -2 | 2 | 1 | 3 | -14 | -4 | -2 | 2 | -11
Cc1nc2cc(NC(=O)NCc3ccccc3)ccc2o1 | 8 | 4 | -2 | 3 | -5 | -16 | 10 | 2 | 4 | 2
Cc1ccc(-c2nc(P(=O)(c3ccccc3)c3ccccc3)c(N3CCOCC3)o2)cc1 | -10 | 0 | 2 | -3 | -3 | 10 | 0 | 1 | -5 | -3
COc1ccc(NC(=O)c2sc3nc(-c4cccnc4)ccc3c2N)cc1 | 1 | -2 | 2 | 0 | 5 | 5 | -3 | 6 | 9 | 3
CCOC(=O)N1CCN(C(=O)CCc2nc3sc4c(c3c(=O)[nH]2)CCCC4)CC1 | -4 | 1 | -1 | 0 | 3 | 6 | 3 | -1 | -3 | -7
Cc1ccc(Cl)c(NC(=O)COC(=O)c2cc[n+]([O-])cc2)c1Cl | 2 | 5 | 4 | 4 | 2 | 6 | 1 | 1 | -2 | -4
CCNC(=S)N1CCCCC1CO (stereo unspecified) | 0 | 8 | -7 | 3 | -6 | -8 | -1 | 4 | -2 | 6
O=C(c1ccc(F)cc1)N1C2CCC1CC(O)(c1ccccc1F)C2 (stereo unspecified) | -1 | 1 | -5 | 4 | -8 | 1 | 2 | 3 | 0 | 1
COc1cccc(CC(=O)Nc2ccc(S(=O)(=O)N3CCCCC3)cc2)c1 | 3 | -5 | -2 | 2 | 1 | -12 | 13* | 1 | -1 | -11
S=C(c1ccco1)N1CCOCC1 | 2 | 0 | 1 | 5 | 5 | 4 | 0 | 3 | 0 | 0
Cc1onc(-c2ccccc2Cl)c1C(=O)N1CCN(c2nc3ccccc3s2)CC1 | -6 | 1 | -3 | 2 | 0 | -3 | 1 | -1 | 2 | -9
COCCOC(=O)c1c(C)oc2ccc(NS(=O)(=O)c3ccc(C(=O)O)cc3)cc12 | 15 | 0 | -3 | 9 | 8 | 8 | -2 | -2 | 1 | 8
O=C(OCCCN=C1NS(=O)(=O)c2ccccc21)c1ccc([N+](=O)[O-])cc1 | 0 | -1 | 6 | -6 | 15 | -1 | 0 | -1 | -3 | -10
CCC(=O)N1CCN(c2ccc(NC(=O)c3cc4ccccc4o3)cc2Cl)CC1 | -3 | 2 | -3 | 0 | -4 | 10 | -1 | 1 | -2 | -18
CNc1nc(N)c([N+](=O)[O-])c(NC2CCCCC2)n1 | -4 | -2 | -6 | 0 | 9 | -5 | -2 | -3 | 4 | -1
COc1ccc(NC(=O)CC2C(=O)N(c3ccc(OC)cc3)C(=O)N2CCc2cccs2)cc1 (stereo unspecified) | 0 | -2 | 5 | 8 | 3 | 0 | 5 | 1 | -1 | -5
O=C(N/N=C/c1cccc([N+](=O)[O-])c1)C(=O)N1CCCCCC1 | -2 | -1 | -2 | 1 | 2 | -1 | 1 | 0 | 1 | 1
CCN1C(=O)[C@H]2[C@@H](c3ccc(C)cc3)N[C@]3(CCCN(Cc4ccco4)C3=O)[C@H]2C1=O | 4 | 6 | 0 | -1 | -8 | 8 | 3 | -2 | 3 | 3
CCCCCCCCCCCC(=O)N/N=C/c1ccco1 | 1 | -3 | -2 | -5 | -3 | 0 | 11 | 27* | 0 | -7
COCC(=O)Nc1ccc(S(=O)(=O)Nc2onc(C)c2C)cc1 | 2 | 5 | 3 | 7 | -4 | 10 | 7 | 0 | 0 | -1

Four entries from above in a different format.
SMILES	rCAG binder	PRMT1 inh	SIAE primary	NPR2 activator	TCR-CD3 inh	ABHD4 inh	MBD2 inh	UHRF1 MBD2 ctr	NPR1 activator	HTRA1 inh
COc1cccc(CC(=O)Nc2ccc(S(=O)(=O)N3CCCCC3)cc2)c1	3	-5	-2	2	1	-12	13*	1	-1	-11
S=C(c1ccco1)N1CCOCC1	2	0	1	5	5	4	0	3	0	0
Cc1onc(-c2ccccc2Cl)c1C(=O)N1CCN(c2nc3ccccc3s2)CC1	-6	1	-3	2	0	-3	1	-1	2	-9
COCCOC(=O)c1c(C)oc2ccc(NS(=O)(=O)c3ccc(C(=O)O)cc3)cc12	15	0	-3	9	8	8	-2	-2	1	8

(listing goes on)
SMILES | rCAG binder | PRMT1 inh | SIAE primary | NPR2 activator | TCR-CD3 inh | ABHD4 inh | MBD2 inh | UHRF1 MBD2 ctr | NPR1 activator | HTRA1 inh
COc1ccccc1CC(=O)Nc1ccc(-c2noc(COc3cccc(C)c3C)n2)cc1 | 9 | 1 | -9 | 0 | 6 | -14 | -3 | 2 | 4 | -31
O=[N+]([O-])c1ccc2nc(C(O)C(O)c3nc4ccc([N+](=O)[O-])cc4[nH]3)[nH]c2c1 (stereo unspecified) | 6 | 1 | 5 | 1 | -10 | 0 | 6 | -1 | 17 | 20
Cc1csc(=O)n1CCC(=O)OCC(=O)Nc1cccc(C#N)c1 | -4 | 0 | -3 | -1 | -6 | 2 | 6 | 2 | -1 | 11
COc1cccc(C(=O)N2CCC(C(=O)N3CCN(C)CC3)CC2)c1 | 1 | -2 | 7 | -1 | 11 | -2 | 2 | -2 | 0 | 5
Cc1cccc(NC(=O)CCNC(=O)c2ccccc2Cl)n1 | -2 | -1 | 5 | 5 | -3 | -1 | 3 | -5 | 5 | 5
COc1cc(SC)ccc1C(=O)Nc1ccc(C)cc1C | 0 | -2 | -7 | 0 | 3 | 3 | 0 | 3 | -2 | -14
Cc1ccccc1SCC(=O)Nc1ccc(N2CCOCC2)cc1 | 13 | 2 | -4 | 0 | 7 | 6 | 0 | -2 | 1 | -6
O=C(O)CCCN1C(=O)/C(=C/c2ccncc2)SC1=S | 2 | 3 | 6 | -7 | 3 | 1 | -1 | -2 | -1 | 4
O=P(C(=NCCO)NO)(N1CCOCC1)N1CCOCC1 | 0 | 2 | -2 | 1 | 2 | -3 | 0 | 0 | 0 | 6
CCc1nn2c(=O)cc(COc3ccc(/C=C4\C(=N)N5N=C(C)SC5=NC4=O)cc3)nc2s1 | 22 | 0 | 1 | -7 | 8 | 3 | -1 | -2 | -5 | -4
Cc1cccn2c(=O)c(C=O)c(NCc3ccccc3)nc12 | -1 | -4 | -4 | 1 | 8 | -3 | -3 | -3 | -1 | .
Fc1ccc(OCc2nc(-c3ccncc3)n[nH]2)cc1 | 0 | -1 | -2 | -2 | 7 | -2 | -3 | -2 | -1 | 1
FC(F)(F)c1cccc(N2CCN(C3=Nc4ccccc4Sc4ccccc43)CC2)c1 | 7 | 2 | 3 | -1 | . | -3 | 0 | 1 | -2 | .
CCOC(=O)C1=C(c2ccccc2)N=C2SCC(=O)N2C1c1ccc(OC)c(OC)c1 (stereo unspecified) | 6 | 2 | -3 | -13 | -8 | -18 | -2 | 1 | -5 | -9
O=Cc1ccc(-c2ccc(C(=O)O)cc2)o1 | 3 | 2 | 0 | -9 | -1 | -2 | -3 | 3 | -2 | 0
N#Cc1cccc(NC(=O)N2CCC(c3nc4c(nnn4Cc4cccc(Cl)c4)c(=O)[nH]3)CC2)c1 | 13 | -1 | -20 | 2 | 7 | -3 | -3 | -1 | -2 | -8
CN(Cc1ccccc1)C(=O)c1ccc(NC(=O)Cc2ccc(NC(=O)C3CCN(C(=O)C4CC4)CC3)cc2)cc1 | 0 | -5 | 1 | 4 | 7 | -2 | -1 | -2 | 4 | .
O=C(CCl)Nc1c2c(nn1-c1ccccc1)CSC2 | 11 | 18 | 3 | 4 | 1 | 5 | 3 | 2 | 5 | 3
Cc1n[nH]c(=O)c2c(NC(=O)COC(=O)c3cc(F)cc(F)c3)oc(C)c12 | 1 | -4 | -4 | -2 | -1 | 0 | -4 | -2 | -1 | -1
COc1ccc(C(=O)NCCCn2cccn2)cc1OC1CCN(C(C)=O)CC1 | -9 | 2 | -2 | 3 | -4 | -4 | -4 | 2 | 3 | 3
Cc1ccc(N=C2NC(=O)/C(=C/c3cccs3)S2)cc1C | 16 | -3 | -16 | -3 | 9 | -12 | -5 | -3 | -2 | -9
CC(C)(C)C1CCc2c(sc(NC(=O)c3ccco3)c2C(N)=O)C1 (stereo unspecified) | 1 | 2 | -3 | -6 | 2 | -2 | -4 | -3 | -10 | -8
CN(C)S(=O)(=O)c1cc(NC2CC(=O)N(c3ccc(F)cc3)C2=O)ccc1Cl (stereo unspecified) | 8 | 5 | 2 | 3 | -7 | 3 | 0 | 1 | -3 | 2
C=CC[C@H](CC(=O)N(CCO)Cc1ccccc1)C(=O)N[C@@H](C)COC(=O)[C@@H](CC=C)Cc1ccc(F)cc1 | -3 | 4 | -4 | -4 | -7 | -1 | 4 | -2 | 1 | -9
Cc1cc(C(=O)CSc2nnc(C3COc4ccccc4O3)n2C)c(C)n1-c1ccc(F)cc1 (stereo unspecified) | -5 | -2 | -2 | 3 | 8 | -3 | 3 | 10 | -3 | -24
COCCNC(=O)CN(C(=O)c1ccc(N2CCCC2)nc1)c1ccc(F)c(Cl)c1 | -8 | 4 | -4 | 2 | -2 | -1 | 2 | -1 | 2 | -2
Cc1ccc(OCCNC(=O)[C@@H](Cc2ccccc2)NC(=O)[C@H]2O[C@@H](n3ccc(=O)[nH]c3=O)[C@H](O)[C@@H]2O)cc1C | 1 | -1 | -4 | 3 | 7 | -6 | 1 | -2 | 4 | .
Cc1ccc(C(=O)N2CCOCC2)cc1S(=O)(=O)Nc1cccc(C)c1C | 2 | 2 | -1 | -3 | -2 | -5 | 0 | 4 | 5 | -1
C/C(Cc1ccccc1)=N\NC(=O)CNC(=O)c1ccccc1 | -1 | -1 | 7 | 6 | -3 | -7 | 2 | 4 | -7 | 3
COc1ccc(S(=O)(=O)N(C)CC(=O)NC2CCCCC2)cc1Cl | -6 | 0 | -4 | -2 | 8 | -2 | -1 | 2 | -1 | 0
